Screening data (PubChem)
MT stabilize HCS – stabilizes microtubules in HeLa cells; HeLa tubulin immunostaining HCS, 24 h; share of cells brighter than vehicle mean+2SD; % tubulin-high responders, % at 10 µM; hit rate 0.83% among 200,000; AID 2205;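 active = plate Z-score above 3 for both tubulin-high and condensed-nucleus cell shares, with cell loss under 80%, at 10 µM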;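 also: anti alpha tubulin signal scored within the nucleus-defined area of each cell; some results filed as inactive read as strong as hits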
Insulin prom up – MIN6 insulin promoter up-regulation; z-score at 5 µM; MIN6 insulin promoter-GFP reporter, high-content imaging; active compounds read high; hit rate 0.3% among 190,000;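 active = z-score above 3 at 5 µM with at least 500 cells counted in the well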
Lipid droplet – hepatic lipid droplet formation modulation. inhibition, % at 6.5 µM. AML12 mouse hepatocytes, oleate lipid droplets, BODIPY imaging. AID 1656. hit rate 0.4% among 240,000;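 active = lipid droplet intensity inhibited by at least 50%, with more than 500 cells counted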
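System: AML12 hepatocytes (mouse). Probe or stimulus: oleic acid at 100 µM to induce lipid droplet formation. Times: overnight treatment with compound plus oleate. Detection: Image-based BODIPY and DAPI two-channel analysis. Evaluation: percent inhibition of filter-corrected integrated lipid droplet intensity per well.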
WT yeast gro inh – growth inhibition of WT yeast, mitochondrial fusion screen; mitochondrial fusion phenotypic screen, WT strain; hit rate 2.1% among 190,000; AID 1362; inhibition, % at 10 µM; in the data active = inhibition above about 58%; tested in S. cerevisiae
Autophagy HCS – autophagy modulation, high-content screen | MEF GFP-LC3 puncta imaging; test concentration mostly 10 µM | calls only at 10 µM (by protocol) | hit rate 0.98% among 190,000 | AID 463193;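 active = percentage of spot-positive cells more than 3 SD above its plate mean, without a fluorescence outlier flag or 80% toxicity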;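 also: spot-positive cell cutoff set from DMSO-treated cells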
Dynein transport – blocks dynein driven cargo transport along microtubules; hit rate 0.47% among 220,000; 3617.4 mouse cells, GR-EGFP nuclear translocation imaging; test concentration mostly 20 µM; stimulated with dexamethasone, 1 µM; active compounds read low; z-score, hits read low;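 active = plate z-score of nuclear minus cytoplasmic receptor signal below a set negative limit, without overly bright fluorescence or cell loss, cut at about -3.5 in these data, passing the limit was not always enough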;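 also: z-score of nuclear minus cytoplasmic ring GR-EGFP intensity difference per well; some compounds called inactive have numbers as strong as hits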
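Also added: dexamethasone, 1.0 µM final. Medium: tet-free, stripped-serum medium. Detection: fixed, Hoechst-stained cells imaged at 10x for EGFP. Read-out: nuclear-to-cytoplasmic GR-EGFP distribution per well. Times: induction 48 h, compound 1 h, agonist 30 min.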
Yfh1-off respiration – enhancers of respiration in Yfh1-depleted yeast, dose response, Friedreich's ataxia, plus single-dose screen (AID 1465) | S. cerevisiae Yfh1-off respiration, WST-1 reduction, 72 h; higher fold induction means a stronger effect | one-dose fold induction at 50 µM; EC50 in µM for titrated hits | hit rate 0.074% among 220,000;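 active = fold induction of absorbance versus untreated yeast above a set limit, then at least 30% activation at any dose in follow-up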;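 also: activators that raise dye reduction in frataxin-depleted yeast; strong numbers were not always called active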
NOD2 inhibition – NOD2 signaling inhibitors, cell-based, luminescence, uHTS, HEK293 (AID 1566); HEK293 NOD2/NF-kB luciferase reporter, luminescence; higher % means a stronger effect; inhibition, % at 4 µM; hits with a dose series show EC50 in µM; hit rate 0.63% among 290,000; in the data active = inhibition above about 50%; also: many of its hits are not listed in these tables
b-catenin transl – beta-catenin nuclear translocation modulation; HeLa beta-catenin nuclear translocation, immunofluorescence imaging; nuclear translocation activity, % at 5 µM; hit rate 0.3% among 190,000;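 active = nuclear translocation activity above 50% at 5 µM, with a well cell count of 50 or more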;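 also: per-cell ratio of nuclear to cytoplasmic median beta-catenin stain intensity; plate controls were DMSO negative control for no effect and GSK-3 inhibitor IX positive control for full effect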
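Test system: human HeLa cell line; Doses: 5 µM primary, 0.02–20 µM confirmation; Incubation: 24 h compound exposure, 37°C; Detection: beta-catenin immunofluorescence imaging with DAPI; Read-out: beta-catenin nuclear/cytoplasmic ratio, % activation.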
WT yeast gro inh mutant strain – further read-out of WT yeast gro inh, marked with its call; inhibition, %; mitochondrial fusion phenotypic screen, mutant strain inhibition
Dynein transport cytoplasmic EGFP – second read-out of Dynein transport, no call of its own (marks repeat the call); z-score; measured here: cytoplasmic GR-EGFP intensity; active compounds read high
Dynein transport nuclear GR-EGFP – second read-out of Dynein transport, no call of its own (marks repeat the call); z-score; measured here: nuclear GR-EGFP intensity;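 lower value marks the stronger effect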
Dynein transport cell count – second read-out of Dynein transport, no call of its own (marks repeat the call); z-score; measured here: cell count per field
Insulin prom up cell count – recorded beside Insulin prom up, whose call it bears; cell count; measured here: cytotoxicity, nuclei count;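 total cells summed across four imaged fields per well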
Lipid droplet cells 6.5 µM – also measured in Lipid droplet; calls as there; cell count; measured here: cell count, cytotoxicity flag;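 cells counted across two imaged fields per well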
b-catenin transl cell count 5 µM – recorded beside b-catenin transl, whose call it bears; cell count; measured here: cell count, cytotoxicity flag
MT stabilize HCS Hoechst-high % – second read-out of MT stabilize HCS, no call of its own (marks repeat the call); % Hoechst-high responders; measured here: nuclear condensation Hoechst responders;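 share of cells brighter than vehicle mean plus two SD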
MT stabilize HCS cytotoxicity % – also measured in MT stabilize HCS; calls as there; toxicity, %; measured here: cytotoxicity by cell density;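 0% = mean cell density of plate MIN control wells and 100% = no cells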
Autophagy HCS cell loss 18 h – further read-out of Autophagy HCS, marked with its call; toxicity, %; measured here: cell loss, nuclei count;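 cell loss after 18 h compound exposure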
* marks the source's active call; other numbers are inactive results; i = inactive; . = no result given.

SMILES | MT stabilize HCS | MT stabilize HCS Hoechst-high % | MT stabilize HCS cytotoxicity % | Insulin prom up | Insulin prom up cell count | Lipid droplet | Lipid droplet cells 6.5 µM | WT yeast gro inh | WT yeast gro inh mutant strain | Autophagy HCS | Autophagy HCS cell loss 18 h | Dynein transport | Dynein transport cytoplasmic EGFP | Dynein transport nuclear GR-EGFP | Dynein transport cell count | Yfh1-off respiration | NOD2 inhibition | b-catenin transl | b-catenin transl cell count 5 µM
COc1ccc(N2CCN(CCNC(=O)c3c(C)cc(=O)oc3C)CC2)cc1 | 1.0 | 1.6 | 9.2 | -0.16 | 1639 | . | . | 3 | -18 | i | 15 | -0.4 | -0.18 | -0.19 | 0.17 | i | 5% | -1.3 | 1399
COCC1CCN(c2nc3nonc3nc2N2CCSCC2)C1 (stereo not drawn) | 2.8 | 3.4 | 6.6 | 0.14 | 1423 | 31 | 744 | -10 | 11 | i | 12 | 0.47 | -0.35 | 0.035 | -0.5 | i | 3% | 0.2 | 1128
N#Cc1cn(CC(=O)N2CCCc3ccccc32)c2ccccc12 | 2.7 | 1.1 | 4.4 | . | . | -25 | 696 | -10 | -15 | i | -10 | 0.12 | -0.19 | -0.059 | 0.55 | i | 7% | -1.1 | 1248
O=C1NC(NS(=O)(=O)c2ccccc2)(C(F)(F)F)C(=O)N1c1ccc(F)cc1 (stereo not drawn) | 3.8 | 2.5 | 4.4 | 0.61 | 1460 | 0 | 560 | -6 | 1 | i | -3 | 0.55 | -0.24 | 0.46 | -0.74 | i | 12% | -2.1 | 970
CC1=CC(C)(C)NC(=O)N1c1ccc(C)cc1 | 1.7 | 1.1 | 9.4 | -0.25 | 1160 | 8 | 765 | 14 | 6 | i | -12 | 0.19 | -0.25 | -0.23 | 0.65 | i | 4% | 0.4 | 1163
CCCCOc1ccc(Cl)cc1CSc1nncn1N | 3.0 | 1.9 | 13 | -0.75 | 1169 | 1 | 704 | -7 | -13 | i | -8 | -0.29 | -0.18 | -0.8 | -0.24 | i | -2% | -1.0 | 1048
Cc1ccc(S(=O)(=O)n2[nH]c(=O)cc2NC(=O)c2cccs2)cc1 | 2.6 | 2.0 | 5.6 | 2 | 1380 | 14 | 720 | 7 | 5 | i | -2 | 1.4 | -0.23 | 1.2 | -1.4 | i | -6% | -3.4 | 1132
N#Cc1c(N2CCCC2)nc(N)c2c(N)nc(N3CCCC3)cc12 | 3.9 | 2.3 | 0.7 | -0.1 | 1233 | -10 | 707 | 19 | 19 | i | 6 | 3 | -0.0062 | 2.2 | -1.9 | i | -153% | -0.6 | 1273
COc1cc2c(cc1OC)C(c1ccccc1)=NCC2 | 3.9 | 2.7 | 6.7 | . | . | 9 | 585 | -2 | -30 | i | 6 | -0.1 | -0.33 | -0.33 | 0.044 | i | 5% | -2.2 | 1041
CC(C)Oc1cccc(C(=O)Nc2ccc(Br)cc2F)c1 | 2.8 | 2.3 | 8.8 | 0.51 | 1246 | 9 | 683 | 1 | 3 | i | 6 | -0.6 | -0.2 | -0.1 | 0.24 | i | -149% | -2.3 | 501
O=C1CCCC(c2ccccc2)N1 (stereo not drawn) | 3.0 | 1.0 | 4.4 | 0.56 | 1218 | 2 | 736 | 7 | -15 | i | 1 | 1 | -0.089 | 0.13 | -0.23 | i | 10% | -3.6 | 651
O=C(CN1C(=O)CSc2cc(S(=O)(=O)N3CCCCCC3)ccc21)NCCc1ccccc1 | 2.7 | 2.3 | 1.7 | 0.11 | 1151 | -63 | 716 | 10 | -15 | i | 19 | 1.6 | -0.075 | 2.1 | -1.7 | i | -15% | 3.1 | 470
Clc1ccc(CON/C=N/c2ncnc3sccc23)c(Cl)c1 | 2.2 | 1.4 | 5.8 | -1.2 | 1106 | . | . | 4 | -1 | i | -18 | -0.085 | -0.22 | -0.35 | -0.15 | i | 43% | 0.3 | 1383
COc1ccccc1/C=N\N=C(\N)c1ccccn1 | 1.4 | 4.7 | 6.5 | 0.03 | 1202 | 15 | 707 | -13 | 1 | i | 7 | 0.84 | -0.17 | 0.64 | -1.2 | i | -51% | . | .
COc1ccc(-c2nnc(SCc3ccccc3F)o2)cc1 | 3.1 | 2.4 | 4.8 | . | . | 14 | 783 | -11 | -5 | i | 9 | 0.76 | -0.2 | 0.22 | 0.87 | i | -174% | . | .
O=C(NCCO)c1ccc(Oc2ccc(C(F)(F)F)cc2[N+](=O)[O-])cc1 | 2.9 | 0.8 | 7.8 | 0.18 | 1611 | -2 | 698 | -9 | -18 | i | 7 | 0.62 | -0.17 | 0.54 | -1 | i | 11% | -1.8 | 1001
CCOc1cc(C2C(C(=O)OC)=C(C)N=C3SCCC(=O)N32)ccc1OC(C)=O (stereo not drawn) | 3.5 | 2.9 | 13 | -0.11 | 1534 | . | . | -11 | -4 | i | 16 | -0.48 | -0.4 | 0.049 | 0.4 | i | 14% | 0.3 | 1319
CC1(C)CC(=O)C2=C(C1)Nc1ccccc1NC2 | 1.9 | 1.0 | 1.8 | -0.37 | 1256 | 4 | 709 | -8 | -21 | i | -9 | -0.052 | -0.15 | 0.03 | 0.49 | i | 0% | -1.4 | 1098
CCc1c(C)nc2ncnn2c1N1CCC(C(=O)NCc2cccs2)CC1 | 3.6 | 1.7 | 4.1 | 0.12 | 1555 | -1 | 640 | 5 | 4 | i | 7 | -0.46 | -0.26 | -0.3 | 0.42 | i | 23% | 0.8 | 1550
CC1(C)C(=O)Nc2ccccc2N1C(=O)CSc1nc(-c2ccccc2)cs1 | 2.1 | 2.0 | 2.1 | 0.95 | 1419 | -4 | 675 | 5 | -8 | i | 24 | 0.03 | -0.29 | -0.27 | -0.012 | i | -10% | 1.1 | 1052
Cc1cc(NC(=O)c2cc(-c3ccc(O)cc3)on2)no1 | . | . | . | 1.7 | 1090 | -1 | 740 | . | . | . | . | -0.22 | -0.26 | -0.15 | 0.76 | i | -58% | -2.4 | 1277
Cc1cccc(N=Nc2c(C)nn(-c3ccccc3)c2N)c1C | 5.7 | 2.7 | 10 | . | . | 16 | 608 | 83* | 72* | i | 17 | -0.12 | -0.26 | -0.37 | 0.54 | i | -74% | -0.3 | 925
CN(C)S(=O)(=O)c1ccc(C(=O)Nc2ccc(F)cc2F)cc1 | 6.0 | 2.5 | 5.9 | -0.13 | 1946 | -4 | 585 | 11 | 7 | i | -2 | -0.068 | -0.21 | 0.17 | -0.14 | i | -1% | 0.1 | 1100
O=C(c1ccc(F)cc1F)N1CCCN(c2nc(-c3ccccc3)ns2)CC1 | . | . | . | -0.2 | 993 | 4 | 723 | . | . | . | . | -0.16 | -0.17 | 0.35 | 0.29 | i | 10% | -0.8 | 1262
N/C(Cc1ccc([N+](=O)[O-])cc1)=N\OC(=O)CC1CCCCC1 | 2.5 | 3.8 | 11 | 0.01 | 1344 | 11 | 652 | -12 | -1 | i | 3 | 1.9 | -0.24 | 0.78 | -1.1 | i | 4% | -0.8 | 994
COc1ccc(S(=O)(=O)N2CCCC2C(=O)NCc2ccccc2Cl)cc1 (stereo not drawn) | 2.0 | 2.0 | 4.8 | -0.41 | 1635 | 1 | 740 | -14 | -23 | i | -12 | -0.51 | -0.36 | -0.044 | 0.72 | i | 0% | 1.1 | 967
Cc1cc(OCc2nc(-c3ccncc3)no2)cc(C)c1Cl | 1.6 | 2.2 | 0.3 | -0.38 | 1122 | 0 | 686 | 12 | -3 | i | -4 | 0.65 | 0.032 | 0.28 | -0.71 | i | 26% | 0.8 | 1508
CCC(=O)c1ccc(O)cc1 | 4.9 | 2.6 | 2.0 | . | . | -22 | 698 | 5 | -8 | i | 23 | -0.24 | -0.27 | 0.36 | 0.34 | i | 12% | . | .
Cc1cc(F)c(F)c(C(=O)N2CCN(C)CC2)c1Cl | 2.1 | 1.5 | 4.9 | -0.12 | 1190 | . | . | -3 | -25 | i | 0 | 0.61 | -0.14 | 0.25 | -0.42 | . | 19% | . | .
O=C(O)c1cc(-c2ccc(/C=N/N3C(=O)C4C5C=CC(CC5)C4C3=O)o2)ccc1Cl (stereo not drawn) | 2.6 | 1.3 | 8.2 | -0.09 | 1393 | -10 | 596 | -5 | -9 | i | -6 | -0.16 | -0.23 | 0.41 | -0.13 | i | 6% | 1.6 | 971

Only part of the results is shown; the hit share may differ from the screen's.
